# AHR activator – human AHR activation. AHR-responsive luciferase reporter cells, luminescence. activation, % at 5 µM. P35869. AID 2796. actives 2.5% (n = 320,000); in the data active means activation above about 47%;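 further: 0% = vehicle wells and 100% = reference agonist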
# PP1 counter – blocks human PP1-alpha phosphatase, a PP5 counter-screen. P62136. inhibition, % at 6.7 µM. AID 2235. actives 0.9% (n = 320,000). purified PP1alpha, OMFP fluorescence;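 active means inhibition above the mean inhibition of all tested compounds plus 3 SD, computed separately for each screening campaign, cut at about 15% in these data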
# Target sequence (P62136 whole entry, looked up): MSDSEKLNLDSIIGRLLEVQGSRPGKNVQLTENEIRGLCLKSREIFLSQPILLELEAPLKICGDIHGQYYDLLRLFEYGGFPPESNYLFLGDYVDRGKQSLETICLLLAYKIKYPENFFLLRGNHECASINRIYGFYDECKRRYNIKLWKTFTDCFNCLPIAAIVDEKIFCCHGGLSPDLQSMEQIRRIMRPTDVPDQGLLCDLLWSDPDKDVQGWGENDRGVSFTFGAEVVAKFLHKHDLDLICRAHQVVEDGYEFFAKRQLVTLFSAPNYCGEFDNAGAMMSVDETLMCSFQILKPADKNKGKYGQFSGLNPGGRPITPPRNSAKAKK
# CTSL1 counter – blocks F. hepatica cathepsin L1 in PFM18AAP counter-screen. inhibition, % at 5.96 µM. recombinant F. hepatica cathepsin L1, Z-Leu-Arg-MCA fluorescence. actives 0.49% (n = 300,000). AID 1906;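 active means inhibition above the mean of all tested compounds plus 3 SD, set per screening campaign, cut at about 17% in these data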;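 further: 0% = plate median of test compound wells and 100% = 1 µM Z-Phe-Ala-diazomethylketone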
# proCasp7 act – counter-screen for procaspase-3 activators: activators of human procaspase-7; P55210; recombinant procaspase-7, Ac-DEVD-pNA absorbance 405 nm; D23A/D198A/D206A triple mutant, cannot self-cleave; scale: DMSO 0, 5 µM enzyme 100; activation, % at 8.5 µM; actives 0.093% (n = 330,000);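 active means percent activation above the screen-wide mean plus 3 SD, cut at about 25% in these data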
#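 System: Procaspase-7 triple mutant (PC-7 D3A); measure: % activation from two-timepoint absorbance difference, scaled to controls; times: 1 h compound preincubation, 2 h substrate cleavage, 25 °C; also added: Ac-DEVD-pNA substrate, 400 µM as added; measured by: Epi-absorbance of released pNA at 405 nm, two timepoints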
# PP5 primary – inhibitors of human protein phosphatase 5 (PP5); P53041; purified PP5c, OMFP substrate fluorescence; inhibition, % at 6.7 µM; actives 0.18% (n = 320,000); AID 1987;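 active means inhibition above the campaign's mean inhibition across all tested compounds plus 3 SD, cut at about 9.5% in these data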;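 further: 0% = DMSO only and 100% = 100 µM cantharidin control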
# Target sequence (P53041 whole entry, looked up): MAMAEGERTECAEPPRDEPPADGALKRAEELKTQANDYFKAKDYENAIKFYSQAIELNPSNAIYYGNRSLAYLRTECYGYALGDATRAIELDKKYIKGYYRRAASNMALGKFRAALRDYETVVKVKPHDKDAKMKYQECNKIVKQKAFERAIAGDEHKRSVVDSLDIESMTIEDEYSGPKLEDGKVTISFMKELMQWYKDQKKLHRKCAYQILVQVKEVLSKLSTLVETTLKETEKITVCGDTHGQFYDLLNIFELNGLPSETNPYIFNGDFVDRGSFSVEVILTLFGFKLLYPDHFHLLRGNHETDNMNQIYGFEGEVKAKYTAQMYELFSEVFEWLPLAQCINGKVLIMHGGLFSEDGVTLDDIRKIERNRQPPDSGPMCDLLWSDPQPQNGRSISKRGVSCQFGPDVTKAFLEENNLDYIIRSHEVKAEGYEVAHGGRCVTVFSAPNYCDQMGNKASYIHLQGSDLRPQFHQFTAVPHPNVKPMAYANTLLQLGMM
# HCV core dimer – blocks dimerization of HCV core protein. TR-FRET GST/Flag-core106 dimerization, 1536-well. inhibition, % at 5 µM. actives 0.33% (n = 300,000). AID 1899;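 active means inhibition above the mean of all tested compounds plus 3 SD, set per screening campaign, cut at about 45% in these data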
#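 Assay system: GST-tagged and Flag-tagged HCV core protein residues 1-106 / Times: compound-protein-antibody incubation 4 h at 22.5 °C / Signal: time-resolved FRET, ex 340 nm, em 617 and 671 nm / Evaluation: % inhibition based on acceptor/donor emission ratio / Benchmarks: wells lacking GST-core106 and wells with excess unlabelled core106 / Repeats: singlicate, one well per compound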
# proCasp3 act – procaspase-3 (human) activation; activation, % at 8.5 µM; AID 463141; actives 0.11% (n = 330,000); P42574; recombinant procaspase-3 D3A, Ac-DEVD-pNA absorbance 405 nm;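 active means activation above the mean of all tested compounds plus 3 SD, cut at about 21% in these data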;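 further: 0% = DMSO alone and 100% = DMSO wells spiked with extra 5 µM PC-3 D3A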
# Target sequence (P42574 whole entry D9A/D28A/D175A): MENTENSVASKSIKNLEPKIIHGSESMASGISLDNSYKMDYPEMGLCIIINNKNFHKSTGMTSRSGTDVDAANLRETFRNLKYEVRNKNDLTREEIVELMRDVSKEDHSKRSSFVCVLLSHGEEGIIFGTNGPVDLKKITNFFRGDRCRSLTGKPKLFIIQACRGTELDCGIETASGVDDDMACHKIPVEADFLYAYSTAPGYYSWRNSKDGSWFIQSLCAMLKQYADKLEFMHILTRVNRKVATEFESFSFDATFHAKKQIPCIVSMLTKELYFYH
#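 System: Procaspase-3 D3A mutant. Medium: Zinc-free 300 mM NaCl, 50 mM HEPES, 0.01% Triton X-100. Schedule: 1 h preincubation plus 2 h reaction at 25 °C. Measured by: 405 nm absorbance of p-nitroaniline, reads at 0 and 120 min. Read-out: percent activation relative to control range.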
# PAFAH2 inh – PAFAH2 (human) inhibition. Q99487. recombinant PAFAH2, FP-rhodamine activity probe, fluorescence polarization. inhibition, % at 3.39 µM. actives 0.99% (n = 340,000). AID 492956;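 active means inhibition above the mean over all tested compounds plus 3 SD, cut at about 30% in these data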;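 further: inhibitors block probe labeling of enzyme so polarization drops; 0% = enzyme with DMSO and 100% = wells lacking PAFAH2 protein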
# TPT1 inhibitor – C. albicans TPT1 enzyme inhibition; recombinant caTPT1, FP RNA substrate dephosphorylation; inhibition, % at 5 µM; actives 0.81% (n = 300,000);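 active means inhibition above the mean of all tested compounds plus 3 SD, set per screening campaign, cut at about 24% in these data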;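 further: plate controls were DMSO alone for no effect and ferristatin control at 100 nM for full effect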
# * hit, by the source's call; / = no result given. Compounds were not picked by outcome; overall some 5.6% were active at least once.
SMILES,AHR activator,PP1 counter,CTSL1 counter,proCasp7 act,PP5 primary,HCV core dimer,proCasp3 act,PAFAH2 inh,TPT1 inhibitor
CC(=O)Nc1ccc(S(=O)(=O)NCCC(=O)Nc2ccc(C)cn2)cc1,-1,1,0,8,-2.2,-5,1,-1,1
Cc1ccc2cc(CN(Cc3cccs3)C(=O)c3ccco3)c3nnnn3c2c1C,1,-2,-3,8,1.4,5,13,/,-1
O=C(CCC(=O)Nc1ccc(Br)cc1)N/N=C/c1ccccc1O,15,1,-1,-4,2.3,-14,-12,5,-3
Cc1ccc(NC(=O)CSc2ccc(C(N)=O)cc2[N+](=O)[O-])cc1C,6,-5,2,0,-0.1,4,3,-1,-10
COc1ccc(NC(=O)c2ccccc2-c2ccccc2)c(C)c1,5,0,1,4,0.5,-3,0,1,-7
COc1ccc(S(=O)(=O)N2CCOC2CNC(=O)C(=O)NCc2ccco2)cc1OC (configuration not stated),1,-3,3,-1,4.2,0,2,-2,0
COc1ccc(CCNC(=O)CNS(=O)(=O)c2ccc(Cl)cc2)cc1,-1,4,1,7,-4.5,-1,-5,/,-3
Cc1ccccc1/C=N/Nc1ccc(Cl)nn1,-4,4,1,-10,1.3,-2,-7,0,-2
COc1ccc(S(=O)(=O)N(C)CC(=O)N2CCN(C)CC2)cc1C,-1,-1,1,6,0.4,0,3,1,-2
Cc1cc(C)nc(NS(=O)(=O)c2ccc(NC(=O)c3cccs3)cc2)n1,5,-4,-1,2,-0.9,-1,-1,1,-4
CN(C)CCNc1oc(-c2ccccc2Cl)nc1S(=O)(=O)c1ccccc1,-1,-4,/,-1,-1.9,/,-6,0,/
O=C(NCc1ccccc1)c1ccccc1CO,-2,-1,-2,10,4.2,-5,-3,-1,2
Clc1cc(Br)ccc1OCCCNCc1ccccc1,1,10,-1,11,2.3,-10,-4,-11,2
COc1ccccc1CNC(=O)c1cn(C)c2ccc(S(=O)(=O)N3CCCC3)cc2c1=O,1,-9,1,3,-2.6,5,4,2,2
O=C(N/N=C/c1ccncc1)c1cc(-c2ccc(Br)s2)[nH]n1,27,1,2,-1,3.6,-4,0,-4,-5
COc1cc(/C=C/C(=O)OCC(=O)c2c(N)n(C)c(=O)n(C)c2=O)ccc1OCC#N,-4,-1,1,-1,-0.3,1,1,-7,-2
Cc1noc(C)c1C(=O)N1CCc2ccccc21,6,-5,-2,8,0.6,-1,0,-1,0
CC(C)(C)c1nnc(NC(=O)Cc2ccc(Br)cc2)s1,1,5,0,-4,5.0,-8,2,3,-8
CCCSc1nc2c(cnn2-c2ccccc2)c(=O)n1N,-7,-6,-4,3,0.7,4,10,0,-1
Cc1ccccc1NC(=O)c1ccc(CN2CCC(Cc3ccccc3)CC2)cc1,2,1,-2,-4,1.8,-3,-5,3,-1
CC1CN(C(=O)c2cccc(S(=O)(=O)Nc3ccccc3Cl)c2)CC(C)O1 (configuration not stated),-2,1,2,-3,-2.0,-6,-4,12,-1
Cc1cc(S(=O)(=O)NCC(C)C)ccc1OCC(=O)NCc1ccccn1,-4,-3,-1,7,2.3,1,-2,7,3
Cc1nn(CCC(N)=S)c2nc(-c3cccs3)cc(C(F)(F)F)c12,1,0,3,-15,2.3,-2,-12,5,1
Cc1ccccc1OCCNC(=O)c1ccccc1Sc1ccccc1C#N,5,-2,2,-3,4.3,5,-4,-7,2
O=C(c1ccc(-n2c(SCc3cccc(F)c3)nc3ccccc3c2=O)cc1)N1CCOCC1,0,-2,6,9,3.1,9,15,-3,0
C=C(C)CSc1[nH]c(=O)cc(C)c1C#N,-2,0,-3,1,-0.4,9,12,/,-3
CC(Sc1cccc2cccc(C(=O)O)c12)C(=O)O (configuration not stated),-3,-2,8,1,-0.1,-8,-6,-4,-1
O=C(O)c1ccc(NC(=S)NC(=O)c2cccnc2)cc1,-1,-1,-2,-1,-0.6,-1,-1,2,3
O=C(COC(=O)CCCc1c[nH]c2ccccc12)Nc1ccc2c(c1)OCO2,8,-4,-15,-2,2.8,4,0,-5,2
Cc1sc2nc(SCC(=O)Nc3c(C)n(C)n(-c4ccccc4)c3=O)n(C)c(=O)c2c1C,-2,0,-2,-1,0.3,27,3,7,3
C#CCOCCOCCOCCNc1nc(N2CCN(C(=O)[C@H](CCCCN)n3cc(C(N)[C@H](C)CC)nn3)CC2)nc(N2CCN(C(=O)[C@H](CCC(=O)O)n3cc(C(N)[C@H](C)CC)nn3)CC2)n1 (some centres not stated),-1,0,2,-6,0.3,4,-3,-8,3
C=C(C)CN=C1SC(C(=O)Nc2sc3c(c2C(=O)OC)CCC3)C(N)=C1C(N)=O (configuration not stated),32,1,-2,-12,2.4,17,0,6,14
O=c1c(-c2ccc(F)cc2)coc2c3c(ccc12)OCCO3,-2,-4,2,2,1.0,-2,9,-18,-4
Cc1ccc(CCNS(=O)(=O)c2ccc3c(c2)NC(=O)CCS3)cc1,2,-2,-1,7,-0.6,2,3,-2,2
CCOc1cc(/C=N/NC(=O)C(=O)N2CCCC2)ccc1O,0,-1,-1,-10,2.2,-3,10,8,-7
Cc1c(C(=O)Nc2ccccc2)oc2c1C(=O)CC(C)(C)C2,4,-1,5,5,-0.1,-3,-13,17,-3
CC(=O)C[C@H](O)CC(=O)[C@H]1OC(=O)CCCCC/C=C/Cc2ccccc21,-1,/,/,7,/,/,4,-5,/
CCCCC(=O)Nc1cc(-c2nc3ncccc3o2)ccc1C,20,0,-1,10,-1.0,-1,-5,4,0
COc1ccc(/C=N/NC(=O)c2ccc(N3CCCC3=O)cc2)cc1,0,2,-1,2,0.2,-2,11,-2,2
COc1ccc(-c2c(C#Cc3ccsc3)c3cc(-c4ccc(C(N)=O)cc4)ccc3n2C)cc1,2,/,/,-4,/,/,-3,-2,/
CNC(=O)NC(=O)COc1ccc2oc3c(c2c1)CCCC3,13,0,-2,-3,2.8,2,2,-5,-2
CCOC(=O)c1[nH]c2ccccc2c1NC(=O)c1ccco1,40,-1,1,-19,-4.2,-8,-11,0,3
O=C(CN1C(=O)NC(c2ccc(F)cc2)C1=O)Nc1ccc2c(c1)OCCO2 (configuration not stated),1,0,/,5,-0.6,/,0,2,/
O=C(NCCCCNC(=O)c1ccc(F)cc1)c1ccc(F)cc1,2,-3,-1,5,2.1,0,1,5,3
Cc1cc(NC(=O)C2CC=CCC2C(=O)O)ccc1NC(=O)c1ccccc1 (configuration not stated),-1,1,-3,-7,1.3,2,3,8,2
O=[N+]([O-])c1cc(S(=O)(=O)C(F)(F)F)ccc1Sc1nc2ccccc2[nH]1,-1,4,0,-3,5.9,-4,-8,6,-1
CN1CCC(=NNc2ccc(S(=O)(=O)N3CCOCC3)cc2[N+](=O)[O-])CC1,-4,7,2,-3,1.1,-15,1,1,-8
Cc1ccc(-c2csc3ncnc(N4CCc5ccccc5C4)c23)cc1,2,-3,3,-5,0.3,8,7,0,2
Cc1cc(C)nc(N/C(=N\S(=O)(=O)Cc2ccccc2)Nc2ccccc2Br)n1,19,1,5,3,4.9,7,7,-5,-1
Cc1ccc2cc(CN(CC3CCCO3)C(=O)Nc3ccccc3F)c3nnnn3c2c1 (configuration not stated),0,-2,-2,8,-0.2,0,-4,6,-5
Cc1cc(C)nc(Nc2cccc(C(F)(F)F)c2)n1,33,5,-2,-3,4.1,1,-1,3,-2
N#CC1=C(N)Oc2n[nH]c(-c3cccs3)c2C1C1C=CCCC1 (configuration not stated),0,3,0,-1,7.2,1,-4,-8,-2
CCOC(=O)C[N+](CC)(CC)CC#Cc1ccccc1,-3,-2,5,-1,3.5,-1,-12,0,1
NC(=O)CC(NC(=O)Cc1cccc2ccccc12)c1ccc(NCCN2CCCCC2)c([N+](=O)[O-])c1 (configuration not stated),1,-5,-1,4,2.1,-1,-8,0,-2
O=C(NCCCN1CCCC1=O)c1cccc(N2CCCC2=O)c1,-1,-1,6,1,-2.1,-2,4,-2,-1
CC(CNC(=O)CCc1ccccc1)NC(=O)CCc1ccccc1 (configuration not stated),0,0,-3,0,-1.3,2,12,/,11
CS(=O)(=O)Nc1ccccc1C(=O)NCCSc1ccccc1,4,1,-2,2,3.2,-7,4,3,1
CCCn1c(C2CCCN2c2nc(-c3ccc(C)cc3)cs2)nc2ccccc21 (configuration not stated),20,9,-2,-3,3.8,10,1,4,1
COc1ccc(-n2nc3c(c2NC(=O)C2CCCC2)CS(=O)(=O)C3)cc1,-1,-1,0,-5,0.8,0,-3,-2,-2
CC(C)Cn1c(SCC(=O)Nc2cccc(S(N)(=O)=O)c2)nc2ccccc2c1=O,-2,-2,-5,5,2.2,0,4,1,-1

# Continuation.
SMILES,AHR activator,PP1 counter,CTSL1 counter,proCasp7 act,PP5 primary,HCV core dimer,proCasp3 act,PAFAH2 inh,TPT1 inhibitor
C#CCOCCOCCOCCNc1nc(N2CCOCC2)nc(N2CCN(C(=O)[C@H](CCC(=O)O)n3cc(C(N)[C@H](C)CC)nn3)CC2)n1 (some centres not stated),1,9,3,-10,-7.4,-38,-5,2,1
CCOC(=O)c1ccc2c(c1)nc(SCC(=O)NC(C)C)n2CC,15,-3,3,5,-1.3,1,-4,-5,-4
O=C(c1ccco1)N1CCN(c2nc(C(F)(F)F)nc3c2nnn3Cc2ccccc2)CC1,-4,9,5,4,1.6,10,-7,0,1
O=C(c1ccc(OC2CCN(C/C=C/c3ccc(F)cc3)CC2)cc1)N1CCCCC1,0,-3,-1,0,0.9,-1,4,2,-2
COc1ccccc1CNC(=O)COC(=O)c1cc([N+](=O)[O-])ccc1N1CCOCC1,1,-3,-1,3,1.1,-5,5,8,-5
COC(=O)C1=C(C)NC(=S)NC1c1ccc(-c2cccc(Cl)c2)o1 (configuration not stated),9,6,2,-32,5.1,28,-20,-4,2
S=C(Nc1ccc(Cl)cc1)N1CCCC1,22,5,-5,1,1.8,-8,-2,2,5
O=S(=O)(Nc1cccc(-n2cnnn2)c1)c1ccccc1F,10,-1,-6,-5,0.2,-8,4,-3,1
Cc1csc(SCC(=O)NCc2cccs2)n1,1,-2,3,-4,2.8,3,-4,0,1
CCOC(=O)C1(Cc2ccccc2C)CCCN(C(=O)c2cc(CC)nn2C)C1 (configuration not stated),2,-3,1,2,-1.6,5,2,8,-3
CC(Sc1nncn1C)C(=O)Nc1ccc(S(N)(=O)=O)cc1 (configuration not stated),4,-2,-1,1,-1.2,-3,-2,7,0
Oc1ccc(C[C@@H]2CNCCN2CCc2cccc(F)c2)cc1,-4,-2,-4,9,-0.3,-13,6,3,-1

# One compound at a time, from the list above. Screens in order: AHR activator	PP1 counter	CTSL1 counter	proCasp7 act	PP5 primary	HCV core dimer	proCasp3 act	PAFAH2 inh	TPT1 inhibitor
# Entry for COc1ccc(NC(=O)c2ccccc2-c2ccccc2)c(C)c1 → 5	0	1	4	0.5	-3	0	1	-7
# Entry for CCCn1c(C2CCCN2c2nc(-c3ccc(C)cc3)cs2)nc2ccccc21 (configuration not stated) → 20	9	-2	-3	3.8	10	1	4	1
# Entry for C#CCOCCOCCOCCNc1nc(N2CCN(C(=O)[C@H](CCCCN)n3cc(C(N)[C@H](C)CC)nn3)CC2)nc(N2CCN(C(=O)[C@H](CCC(=O)O)n3cc(C(N)[C@H](C)CC)nn3)CC2)n1 (some centres not stated) → -1	0	2	-6	0.3	4	-3	-8	3

# Compound activity from PubChem.
